Assay outcomes: PubChem BioAssay, Small Molecule Screening Facility, UW Madison
SSB-PriA inh – inhibitors of Klebsiella pneumoniae PriA binding to SSB C-terminal tail, primary screen, biochemical, AlphaScreen | PriA–SSB C-terminal tail interaction (Klebsiella pneumoniae) | AlphaScreen SSBct-PriA binding, biotinylated peptide | inhibition, % at 33 µM | 0.6% of 430,000 active | AID 1272365, 2023; in the data active means inhibition mostly above about 37%, no sharp cut-off; inactive means mostly below about 20%;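 further: plate controls were negative control peptide for no effect and reference peptide for full effect; strong numbers were not always called active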
Numbers without * were called inactive; & = joins results of further samples.

SMILES | SSB-PriA inh
O=C(NC[C@]1(O)CCc2ccccc21)c1ccc(Cl)cc1 | -13.0
O=C(CSc1nnc2scc(-c3ccc(Cl)cc3)n12)c1ccc2c(c1)OCO2 | -23.0&-8.0
COc1ccc2[nH]c(C(=O)NN=Cc3cc(OC)c(OC)c(OC)c3)cc2c1 | 3.8
COc1cccc(NC(=O)N2CCCC[C@H](c3ccc(F)cc3)C2)c1OC | -2.0
CC(C)(Oc1ccc(Cl)cc1)C(=O)NCC[C@H](O)c1ccco1 | -2.0
Cc1ccc(C(=O)Nc2nc3c(C)cc(C)cc3s2)cc1 | 8.0
O=C(Nc1ccc(OC(F)(F)F)cc1)C1CCCN(c2ccc(-c3ccco3)nn2)C1 (stereo not drawn) | 4.0
COc1cc(C(=O)Nc2cccc(Cl)c2Cl)on1 | -24.0
NC(N)=NN=C(N=Nc1ccccc1)c1cccc2cccnc12 | 3.7
CCn1nnc2c(N3CCN(C(=O)Nc4ccc(Cl)c(Cl)c4)CC3)ncnc21 | -5.0
COC(=O)c1ccc2c(=O)n(CCCN3CCN(c4cc(C)ccc4C)CC3)c(=S)[nH]c2c1 | 4.0
Cc1sc(NC(=O)c2ccc(C(=O)c3ccccc3)cc2)nc1-c1ccccc1 | 3.0
CS(=O)(=O)c1cccc(C(=O)Nc2ccc3sccc3c2)c1 | -3.0
O=C(c1ccccc1C(F)(F)F)N1CCC(S(=O)(=O)Cc2ccco2)CC1 | -10.0
CCOC(=O)c1c(-c2ccc(OC)cc2)csc1NC(=O)CCN1CCC(C)CC1 | 17.0
CC(=O)Nc1cccc(NC(=O)Cc2cc(=O)[nH]c(SCc3ccccc3F)n2)c1 | -9.0
O=C(NN=Cc1cc(Br)cs1)c1ccccc1[N+](=O)[O-] | 5.5
O=C(Cc1ccc(Cl)cc1)NN=C1CCCc2ccccc21 | -0.4
O=S(=O)(Nc1ccc(Br)cc1)N1CCCCCC1 | -11.0
O=C(NCCn1ncc2c(=O)n(Cc3ccccc3F)cnc21)c1cc2ccccc2o1 | 10.0
COCCNC(=O)c1ccc2c(=O)n(Cc3ccc4c(c3)OCO4)c(=S)[nH]c2c1 | -2.0
CCNc1nc(NCC)n2c(SCC(=O)Nc3cc(C)ccc3OC)nnc2n1 | -2.0
COc1ccccc1-c1nc(C)c(-c2ccc(SCc3ccc(C(F)(F)F)cc3)nn2)s1 | -3.0
O=C(Nc1nc2c(s1)CNCC2)c1ccsc1 | -12.0
O=C(Cn1cnc2ccccc21)N1CCC(n2ccnn2)C1 (stereo not drawn) | 8.0
Cc1cc(CNC(=O)Nc2cccc(C(F)(F)F)c2)nc(N2CCCCC2)n1 | -6.0
COC(=O)c1ccc(C2C(=C(O)c3ccc(Cl)cc3)C(=O)C(=O)N2C2CCS(=O)(=O)C2)cc1 (stereo not drawn) | 13.3
O=C(c1cccc([N+](=O)[O-])c1)N1CCCC(C(F)(F)F)C1 (stereo not drawn) | -13.0
Cc1ccnc(Nc2ccc(N3CCN(S(=O)(=O)c4ccc(Cl)cc4)CC3)nn2)c1 | -18.0
Cc1cc(F)ccc1S(=O)(=O)Nc1ccc2c(c1)N(C(=O)c1ccccc1)CCC2 | -20.0
COc1ccc(C=NNC(=O)c2cccc(NC(=O)c3ccccc3Cl)c2)cc1 | -6.3
Cc1ccc(S(=O)(=O)Nc2cccc(C(=O)O)c2)c(C)c1C | -31.0
COc1ccc(C)cc1NC(=O)NCCNc1cc(-n2nc(C)cc2C)ncn1 | -10.0
COc1ccc(-c2nc3nc4ccccc4nc3n2C[C@H]2CCCO2)cc1 | -4.0
S=c1[nH]nc(-c2cccc(Cl)c2)o1 | 11.0
O=S1(=O)CCC=C1Cl | -20.0&-12.0

In another format: results already given.
canonical_smiles,SSB-PriA inh
O=C(c1cccc([N+](=O)[O-])c1)N1CCCC(C(F)(F)F)C1 (stereo not drawn),-13.0
Cc1ccnc(Nc2ccc(N3CCN(S(=O)(=O)c4ccc(Cl)cc4)CC3)nn2)c1,-18.0

(cont.)
SMILES | SSB-PriA inh
O=C(NCC(O)(c1cccs1)C1CC1)C1COc2ccccc2O1 (stereo not drawn) | -6.0
Cc1cccc(-n2ncc3c(=O)n(Cc4c(F)cccc4Cl)cnc32)c1C | -9.0
COc1ccc(N=Cc2c(O)ccc3ccccc23)c(OC)c1 | -29.0
Cc1cc(N2CCCC2)nc(CNC(=O)c2ccco2)n1 | -8.0
O=C(c1ccc2c(c1)OCO2)N1CCOC2(CCOCC2)C1 | -17.0
O=C(Cc1cccs1)Nc1nnc(SCC(=O)N2CCCCCC2)s1 | 4.0
CN(C)/N=C\c1ccc(/C=N/NC(N)=S)cc1 | 20.0
O=C(Cn1nc(-c2ccco2)c2sc(N3CCCCC3)nc2c1=O)Nc1ccc2c(c1)OCO2 | -6.0
O=C(Nc1nc2c(Cl)c(Cl)ccc2s1)c1ccc(S(=O)(=O)N2CCCC2)cc1 | -7.0
O=C(O)c1ccc(Br)cc1 | -8.0
O=C(NN=Cc1ccccn1)c1cc(-c2ccncc2)nc2ccccc12 | 1.7
O=C(Nc1nc2c(s1)CN(C(=O)CCn1ccc(=O)[nH]c1=O)CC2)c1ccoc1 | -8.0

Next section; it opens with the 2 that closed the last part.
SMILES | SSB-PriA inh
O=C(NN=Cc1ccccn1)c1cc(-c2ccncc2)nc2ccccc12 | 1.7
O=C(Nc1nc2c(s1)CN(C(=O)CCn1ccc(=O)[nH]c1=O)CC2)c1ccoc1 | -8.0
CC(=NNC(=O)c1nnn(-c2nonc2N)c1CSc1ccc(C)cc1)c1ccco1 | 7.8
Cn1nc(CNC(=O)COc2cccc3c2OC(C)(C)C3)cc1-c1ccncc1 | -7.0
Cc1noc(C)c1C(=O)N1CCC(S(=O)(=O)c2ccccc2)CC1 | 10.0
c1ccc(Nc2ncnc3scc(-c4ccc(-c5ccccc5)cc4)c23)cc1 | -4.0
COc1ccc(C)cc1NC(=O)C(=O)NCC1COC2(CCCC2)O1 (stereo not drawn) | 1.0
O=C(NC1CCN(c2ccccn2)C1)c1ccc(-c2cccs2)cc1 (stereo not drawn) | -9.0
Cc1cc(C(=O)N(CC2CCCO2)c2nc3c(C)ccc(Cl)c3s2)on1 (stereo not drawn) | -4.0
COc1ccc(-c2nc(C)c(CCNC(=O)c3cccc(C(F)(F)F)c3)s2)cc1 | -1.0
COc1cc(OC)cc(-c2noc(-c3sccc3S(=O)(=O)N(C)c3ccc(C)c(F)c3)n2)c1 | -10.0
COC(=O)c1cn[nH]c1C(=O)OC | -16.0
Cc1ccc(N2CC(c3nc(-c4ccc(Br)cc4)no3)CC2=O)cc1 (stereo not drawn) | -7.0
CCOC(=O)c1cn(C)c2cc(F)c(F)cc2c1=O | -6.0

Taken from above.
In SSB-PriA inh, O=C(NC1CCN(c2ccccn2)C1)c1ccc(-c2cccs2)cc1 (stereo not drawn) shows -9.0
In SSB-PriA inh, COC(=O)c1cn[nH]c1C(=O)OC shows -16.0
In SSB-PriA inh, CC(=NNC(=O)c1nnn(-c2nonc2N)c1CSc1ccc(C)cc1)c1ccco1 shows 7.8

The listing continues.
SMILES | SSB-PriA inh
O=C(Nc1cccc([N+](=O)[O-])c1)C(=O)N1CCN(c2cccc(Cl)c2)CC1 | -7.0
Cc1nc2ccccc2c(=O)n1-c1ccc(NS(=O)(=O)c2ccc3c(c2)CCCC3)cc1 | 9.0
NC(=O)c1ccc(NC(=O)C(=O)N2CCN(c3cccc(Cl)c3)CC2)cc1 | 0.0
CN(C)C(CNS(=O)(=O)c1ccc(Cl)s1)c1ccsc1 (stereo not drawn) | 5.0
CN(c1ccccc1)S(=O)(=O)c1ccc(C(=O)Nc2ccccc2SCCC#N)cc1 | -2.0
COc1ccc(C=NNC(=O)c2ccncc2)cc1CN1CCN(c2ccc(F)cc2)CC1 | 9.2
O=C(COc1ccc(C(=O)c2ccccc2)cc1)NCCn1nc(-c2cccs2)ccc1=O | -9.0
COc1cc(C=NN=C(N)c2nonc2N)cc(OC)c1O | 5.6
CCn1cc(-c2n[nH]c(=S)n2C)ccc1=O | -11.0
COc1ccc(-c2cc3c(SCc4ccccc4)nccn3n2)cc1 | 0.0
COc1cnc(-c2ccccn2)nc1Cl | 39.9
CCOC(=O)c1sc(-c2ccccc2)cc1NC(=O)c1cc(=O)c2ccccc2o1 | -12.0
O=C(COc1ccc(Cl)cc1Cl)Nc1nnc(C2CCCO2)o1 (stereo not drawn) | 63.0*
CCN1CCN(c2nc3ccc(OC(=O)c4cccc(N5C(=O)CCC5=O)c4)cc3s2)CC1 | -1.0
COc1cccc2cc(C(=O)NCCn3nc(-n4cncn4)ccc3=O)oc12 | -11.0
O=C(CCC1CCCCC1)N1CCN(c2ccc(N3CCCCCC3)nn2)CC1 | -16.0
O=C(NCC[C@H](O)c1ccco1)NC(c1ccccc1)c1ccccc1 | 4.0
O=C(NCC1(Sc2ccccc2)CCOCC1)c1nc2ccccc2s1 | -7.0
COc1ccc(Cl)cc1C(=O)NCCc1ccoc1 | 8.0
COc1ccc(CCC(=O)N2CCc3ncncc3C2)c(OC)c1OC | 8.0
O=C(c1ccc(OCc2nc(C3CC3)cs2)cc1)N1CCN(c2ccc(C(F)(F)F)cn2)CC1 | 1.0
Cc1nn(C)c(C)c1S(=O)(=O)N1CCN(c2nc(-c3ccsc3)cs2)CC1 | 8.0
CC1(C)CC(NS(=O)(=O)CC23CCC(CC2=O)C3(C)C)CC(C)(C)N1 (stereo not drawn) | 0.0
Cc1nc(SCc2nc(-c3ccc(Cl)c(F)c3)no2)[nH]c(=O)c1Cc1ccccc1 | -11.0
CCc1ccccc1NC(=O)C(=O)NCC1CCN(Cc2ccco2)CC1 | -19.0
CCNc1nc(NCC)n2c(SCC(=O)Nc3ccc(Cl)c(C(F)(F)F)c3)nnc2n1 | -3.0
CC(C)Oc1ccc(C(=O)NCCc2ccc(N3CCCC3)cc2)cc1 | -8.0
Cc1cccc(NC(=O)/C(C#N)=C/c2ccc(OCc3ccccc3)cc2)n1 | -17.0
O=C(NCCOc1ccc2nnc(-c3ccc(F)cc3)n2n1)c1ccccc1C(F)(F)F | -1.0
CC(=O)C(C(=O)N(C)C)n1cnc2c(cnn2-c2ccccc2)c1=O (stereo not drawn) | 10.0
N#Cc1nccnc1OC1CCC(NS(=O)(=O)c2cc(F)cc(F)c2)CC1 (stereo not drawn) | -10.0
COc1cccc2c1OC1(C)CC2NC(=O)N1c1ccc(C)cc1 (stereo not drawn) | 4.0
Cc1cc(C)n(CCNC(=O)c2cc(-c3ccccc3)on2)n1 | 7.0
O=C(NCc1cnn2ccccc12)Nc1ccc(Cl)c(Cl)c1 | -13.0
CC(C)n1nc(-c2ccccc2)ccc1=O | 3.0
Cn1cccc1-c1noc(CNC(=O)c2ccc[nH]c2=O)n1 | -9.0

Four compounds drawn at random from the list so far, as already listed:
SMILES | SSB-PriA inh
CCNc1nc(NCC)n2c(SCC(=O)Nc3ccc(Cl)c(C(F)(F)F)c3)nnc2n1 | -3.0
CC(=O)C(C(=O)N(C)C)n1cnc2c(cnn2-c2ccccc2)c1=O (stereo not drawn) | 10.0
N#Cc1nccnc1OC1CCC(NS(=O)(=O)c2cc(F)cc(F)c2)CC1 (stereo not drawn) | -10.0
O=C(NCc1cnn2ccccc12)Nc1ccc(Cl)c(Cl)c1 | -13.0

New compounds follow
SMILES | SSB-PriA inh
Cc1cc(NC(=O)C(=O)NCC[C@H](O)c2ccccc2)no1 | -12.0
O=C(Nc1nnc(-c2ccc3c(c2)CCCC3)o1)c1cc2ccccc2o1 | -13.0
CC(CC1CC(C)(C)OC1=O)=NNc1nc(-c2ccccc2)cs1 (stereo not drawn) | 12.1
COc1ccc(C)cc1S(=O)(=O)Nc1ccc2c(c1)N(C(C)=O)CC2 | -1.0
COc1ccc(C)cc1NC(=O)C(=O)NCC1CCN(c2nc3ccccc3o2)CC1 | -4.0
COc1ccc(N2C[C@@H](c3nc4ccccc4n3C/C=C/c3ccccc3)CC2=O)cc1 | -5.0
O=C(NCc1cccnc1)C(=O)NN=Cc1ccccc1[N+](=O)[O-] | -1.0
CNC(=O)c1c(NC(=O)CN2C(=O)CCC2=O)sc2c1CCC(C)C2 (stereo not drawn) | 10.0
COc1ccc(S(=O)(=O)C2CN(C(=O)CCc3c(F)cccc3Cl)C2)cc1 | 21.0
Cc1cn2nnc(C(=O)NCCc3nc4ccccc4n3C)c2c(=O)[nH]1 | 7.0
COc1cccc2cc(C(=O)Nc3nc4ccc5sc(C)nc5c4s3)oc12 | -16.0
Cn1nc(CNS(=O)(=O)c2cccc(C(F)(F)F)c2)c2c1CCOC2 | -6.0
Cc1cccc(OCC(=O)NN=CCC(C)c2ccccc2)c1C (stereo not drawn) | 1.2
Brc1cccc(-c2ncco2)c1 | -11.0
CC(C)S(=O)(=O)Nc1ccc2c(c1)CN(C(=O)C1CC1)CC2 | -6.0
CCCCOC(=O)c1ccc(NC(=O)C(=O)c2cn(CC(=O)N3CCOCC3)c3ccccc23)cc1 | -3.0
Cc1cccc(Cn2c(=O)c3nscc3n(Cc3c(C)noc3C)c2=O)c1 | -3.0
NS(=O)(=O)c1ccc(CNC(=O)c2c[nH]c(=O)n(Cc3cccs3)c2=O)cc1 | -2.0
CCOc1cccc2cc(C(=O)NCCn3nc(-c4ccco4)ccc3=O)c(=O)oc12 | -14.0
O=C(c1cc2ccccc2[nH]1)N1CCC(Oc2ccc(C(F)(F)F)cn2)CC1 | -17.0
COc1ccc2sc(N(Cc3ccccn3)C(=O)CCSc3ccc(C)cc3)nc2c1 | 5.0
COc1ccc(S(=O)(=O)Nc2ccc3c(c2)N(C(=O)c2ccccc2)CCC3)c(C)c1 | 1.0
C[C@H]1CCc2cc(F)ccc2N1C(=O)C1CN(S(C)(=O)=O)C1 | -7.0
COc1cc(C)c(C)cc1S(=O)(=O)NCCC(O)c1ccco1 (stereo not drawn) | 0.0
CC(Oc1ccccc1)C(=O)NCC1(c2ccsc2)CCCC1 (stereo not drawn) | -20.0
O=C(Cc1ccccc1)Nc1ccc(Cc2ccc(NC(=O)Cc3ccccc3)cc2)cc1 | -5.0
COc1ccc(OC)c(C=NNC(=O)c2cc3c(ccc4ccccc43)o2)c1 | -10.4
O=C(CN1C(=O)CCC1=O)NCCn1nc(C2CC2)n(-c2ccccc2)c1=O | -6.0
O=C(COc1ccccc1)N1CCCC(c2nnc(Cc3ccc(F)cc3)o2)C1 (stereo not drawn) | -30.0&-10.0
N#CCC(=O)NN=Cc1ccc(Sc2nc3ccccc3s2)o1 | -5.5

Some of the compounds tested; rates above refer to the full screens.
